15-hLO inh – qHTS Assay for Inhibitors of 15-hLO (15-human lipoxygenase); Potency, µM (series often up to 57.1 µM), for inactives: at the top dose activity change, negative = inhibition, actives largely listed as inhibitors; AID 887, 2007; purified 15hLO-1, xylenol orange hydroperoxide absorbance; Polyunsaturated fatty acid lipoxygenase ALOX15 (Homo sapiens), P16050; hit rate 1.4% among 74,000; further: potency means the concentration at half of the fitted maximal effect; on the % scale 0 is the no-effect control and ±100 the full control effect; nearly all actives have a fitted effect of over 55% in size
Target sequence (P16050 whole entry, looked up): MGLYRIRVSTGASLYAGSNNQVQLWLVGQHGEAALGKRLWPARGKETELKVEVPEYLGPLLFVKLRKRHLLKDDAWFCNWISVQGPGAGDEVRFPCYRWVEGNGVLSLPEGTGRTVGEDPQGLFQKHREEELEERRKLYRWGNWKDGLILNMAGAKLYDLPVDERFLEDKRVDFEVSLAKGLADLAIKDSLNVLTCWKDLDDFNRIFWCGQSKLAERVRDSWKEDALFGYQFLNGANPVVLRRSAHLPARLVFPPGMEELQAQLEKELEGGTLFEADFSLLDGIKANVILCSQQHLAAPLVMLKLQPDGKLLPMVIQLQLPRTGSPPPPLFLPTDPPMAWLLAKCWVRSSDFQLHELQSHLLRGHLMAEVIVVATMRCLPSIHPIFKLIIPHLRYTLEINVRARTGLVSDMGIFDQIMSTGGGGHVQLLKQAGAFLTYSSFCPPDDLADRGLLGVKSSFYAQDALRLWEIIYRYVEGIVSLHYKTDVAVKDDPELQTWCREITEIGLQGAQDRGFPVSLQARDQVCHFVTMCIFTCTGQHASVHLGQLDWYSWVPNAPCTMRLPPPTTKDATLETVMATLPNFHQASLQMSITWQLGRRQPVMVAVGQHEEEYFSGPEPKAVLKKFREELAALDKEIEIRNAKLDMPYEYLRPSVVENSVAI
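40 nM 15hLO-1 + cpd, 15 min RT; start w/ 50 uM AA (final), 6 min RT; stop/detect w/ 200 uM XO + 300 uM Fe(II) in 50 mM H2SO4, 30 min; A573/A405. Buffer 25 mM Hepes pH 7.5, 0.01% Triton X-100. No-enzyme wells as negative control.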
HBB splice mod – qHTS Assay for Modulators of Hemoglobin Beta Chain Splicing; HBB splicing reporter cell assay, activation; EGFP reporter with mutant IVS2-654 intron; response scale: normalised to 500 nM splice-correcting PNA; AID 925, 2007; Potency, µM (highest dose often 46.1 µM), without a hit: top-dose activation, usual class: activators; hit rate 0.06% among 65,000; further: potency means the concentration at half of the fitted maximal effect; 0% is about no effect
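Compounds were applied for 2 days to HeLa EGFP-654 cells, 500/well in Optimem with 2% FCS. The reporter's EGFP is disrupted by mis-splicing of beta-globin intron IVS2-654. Readout: summed well GFP fluorescence from 488 nm laser scanning; reference was 500 nM antisense […] 654 PNA.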
HADH2 inhib – qHTS Assay for Inhibitors of HADH2 (Hydroxyacyl-Coenzyme A Dehydrogenase, Type II). recombinant HADH2, NADH fluorescence, beta-hydroxybutyryl-CoA. 3-hydroxyacyl-CoA dehydrogenase type-2 (Homo sapiens), Q99714. AID 886, 2007. Potency, µM (top dose mostly 57.1 µM), without a hit: at the highest dose activity change, negative = inhibition, actives largely listed as inhibitors. hit rate 3.4% among 73,000; further: potency means the concentration at half of the fitted maximal effect; on the % scale 0 is the no-effect control and ±100 the full control effect; nearly all actives have a fitted effect of over 60% in size; many of its hits are not listed in these tables
Target sequence (Q99714 whole entry, looked up, one chain of several): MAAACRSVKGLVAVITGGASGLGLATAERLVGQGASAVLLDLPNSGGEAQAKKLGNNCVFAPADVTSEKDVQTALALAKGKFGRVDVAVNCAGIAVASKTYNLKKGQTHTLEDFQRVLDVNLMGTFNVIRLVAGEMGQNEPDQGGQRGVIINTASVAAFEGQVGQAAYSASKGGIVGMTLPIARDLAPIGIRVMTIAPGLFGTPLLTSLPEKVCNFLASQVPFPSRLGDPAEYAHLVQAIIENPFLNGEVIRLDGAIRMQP
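His-tagged recombinant enzyme from E. coli, 20 nM, preincubated 15 min RT with compound; reaction started with 1 mM NAD+ and 90 uM beta-hydroxybutyryl-CoA in 100 mM Tris-HCl pH 9.0. NADH fluorescence (ex 360/em 450) read over 4 min; last-minus-first difference.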
Luciferase inh – qHTS Assay for Inhibitors of Firefly Luciferase; Potency, µM (titrated, usually from 57.1 µM), for the others: top-dose activity change, negative = inhibition, usual class: inhibitors; hit rate 2.2% among 72,000; purified firefly luciferase, luminescence, 8 min; AID 411, 2009; further: potency means the concentration at half of the fitted maximal effect; on the % scale 0 is the no-effect control and ±100 the full control effect; nearly all actives have a fitted effect of over 40% in size
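Compounds were tested as concentration series (qHTS) against purified P. pyralis luciferase with luciferin and 10 uM ATP in 50 mM imidazole pH 7.2, 50 mM KCl, 7 mM MgCl2, 0.01% Tween 20, 0.05% BSA. Luminescence was read after 8 min at ambient temperature.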
Tau fil binding – qHTS Assay for Tau Filament Binding. recombinant tau filaments, thioflavin S fluorescence, 15 h; filaments grown with octadecylsulfate alongside compound. Potency, µM (series often up to 57.1 µM), without a hit: at the highest dose activity change, negative = inhibition. Microtubule-associated protein tau (Homo sapiens), P10636. hit rate 2% among 71,000. AID 596, 2007;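 further: potency means the concentration at half of the fitted maximal effect; on the % scale 0 is the no-effect control and ±100 the full control effect; actives lower thioflavin S fluorescence by blocking filaments or displacing dye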
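Read-out: ThS fluorescence, 450 nm excitation/510 nm emission; lower signal marks blocked filament formation or displaced dye. Tau at 1 uM with 30 uM ODS, 10 uM ThS, 5 mM DTT, 100 mM NaCl, 10 mM HEPES pH 7.4; 15 h, 37 C.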
CRE Fsk mod – Cell signaling CRE-BLA (Fsk stim). Potency, µM (titrated, usually from 38.2 µM), inactives show at the highest dose activity change, negative = inhibition, hits mostly activators. CHO CRE-bla reporter (cAMP response element driving beta-lactamase), forskolin EC10, beta-lactamase ratio. hit rate 2.5% among 71,000; active means well fitted activation curve with a large enough effect in the signal ratio, with a control signal flat, not every such curve was filed as active; inconclusive means small, poorly fitted or top-dose-only effect, or effect the other way, or a change in a side signal; the % refers to the signal ratio; further: potency means the concentration at half of the fitted maximal effect; % of control where 0% means no effect
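The 460nm/530nm emission ratio after CCF4 loading defined %Activity, from which AC50 values were obtained. CRE-bla CHO cells received compound dilution series together with an EC10 level of NKH 477 for 3 hours at 37 degrees Celsius.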
Hsp90 Hop PPI – qHTS Assay for Disrupters of an Hsp90 Co-Chaperone Interaction; Hsp90 C-terminal peptide / TPR2A (Hop) interaction, human; AlphaScreen TPR2A-His6 binding biotin-Hsp90 C-terminal peptide; Potency, µM (top dose mostly 57 µM), for inactives: at the top dose activity change, negative = inhibition; hit rate 0.44% among 71,000; AID 595, 2007; active means well fitted curve in either direction with a large enough effect; inconclusive means small, poorly fitted or top-dose-only effect, or another doubt; further: potency means the concentration at half of the fitted maximal effect; on the % scale 0 is the no-effect control and ±100 the full control effect; many of its hits are not listed in these tables
Texas Red fluor – qHTS Assay for Spectroscopic Profiling in Texas Red Spectral Region. Compound fluorescence, Texas Red channel, 547/618 nm; stronger effect = higher value. max dye-equivalent concentration, M. hit rate 0.06% among 59,000; in the data active means max dye-equivalent concentration above about 10 nM; inconclusive means between about 1.1 nM and that limit
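Texas Red-region profiling: compounds in 100 mM Tris pH 8.0 were read at 547/618 nm after 15 min at room temperature. Intensities were normalized against a six-point Texas Red standard series to give dye-equivalent concentration.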
Pol III holo inh – qHTS Assay for Inhibitors of DNA Polymerase III Holoenzyme System; Potency, µM (highest dose often 57.1 µM), for inactives: top-dose activity change, negative = inhibition; AID 603, 2007; reconstituted DNA polymerase III holoenzyme replication, biochemical; hit rate 0.25% among 71,000; further: potency means the concentration at half of the fitted maximal effect; on the % scale 0 is the no-effect control and ±100 the full control effect
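Reconstituted *E. coli* holoenzyme (0.35 nM Pol III, 1 nM beta, 154 nM SSB, 2 nM primase) was preincubated with compound for 15 min at RT. Synthesis on 1.4 nM ssM13Gori ran 35 min, then was stopped with PicoGreen/EDTA and read as dsDNA fluorescence.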
Rhodamine fluor – qHTS Assay for Spectroscopic Profiling in Rhodamine Spectral Region. max dye-equivalent concentration, M. hit rate 0.05% among 59,000. Rhodamine-region fluorescence, 547/598 nm, Tris buffer; stronger effect = higher value; in the data active means max dye-equivalent concentration above about 11 nM; inconclusive means between about 1.1 nM and that limit
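A six-point rhodamine series on each plate calibrates the signal. Compounds sit in 100 mM Tris (pH 8.0) for 15 min at ambient temperature before imaging through 547 nm/598 nm filters.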
ERK AVP block – qHTS Assay for Inhibitors of the ERK Signaling Pathway using a Homogeneous Screening Assay | hit rate 0.99% among 72,000 | HEK293-V1b, vasopressin-stimulated pERK AlphaScreen | AID 995, 2007 | Potency, µM (titrated, usually from 57.5 µM), inactives show at the highest dose activity, negative = inhibition, actives largely listed as inhibitors; further: potency means the concentration at half of the fitted maximal effect; on the % scale 0 is the no-effect control and ±100 the full control effect; nearly all actives have a fitted effect of over 55% in size
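V1b-HEK293 cells; cpd 30 min 37C; 25 nM vasopressin 5 min; lyse 10 min; AlphaScreen beads 5 hr RT. Normalized to DMSO basal and 25 nM vasopressin; AC50 by Hill fit.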
Numbers without * were called inactive; [ ] = dose if it differs, or a comment. Unless noted, the call rests on the fitted dose curve; in most records, active means well fitted curve in the direction sought with a large enough effect; inconclusive means small, poorly fitted or top-dose-only effect, or another doubt; inactive means no such curve, though single readings can be large; an effect the other way counts as inactive or inconclusive. Some of the compounds tested; the hit share may differ from the screen's.

What do the screens show for `CCN(C(=O)CSc1ncn[nH]1)c1cccc2ccccc12`?
15-hLO inh: 10.2%; HBB splice mod: 0.6%[57.5 µM]; HADH2 inhib: -1.0%; Luciferase inh: 3.2%; Tau fil binding: 8.4%; CRE Fsk mod: -3.0%; Hsp90 Hop PPI: 0.1%; Texas Red fluor: inactive; Pol III holo inh: -0.2%; Rhodamine fluor: inactive; ERK AVP block: -5.9%

Results for COC(=O)c1cc(OC)c(OC)cc1NC(=O)CN1CCCCC1 ?
15-hLO inh: -20.8%; HBB splice mod: -0.6%; HADH2 inhib: -2.9%; Luciferase inh: 2.7%; Tau fil binding: 0.0%; CRE Fsk mod: inconclusive; Hsp90 Hop PPI: -4.1%; Texas Red fluor: inactive; Pol III holo inh: -5.6%; Rhodamine fluor: inactive; ERK AVP block: -1.3%

What do the screens show for `COc1ccc(Cl)cc1NC(=O)CSc1nncn1-c1cccnc1`?
15-hLO inh: -11.5%; HBB splice mod: 1.1%; HADH2 inhib: 8.0%; Luciferase inh: -1.3%; Tau fil binding: 27.2%; CRE Fsk mod: inconclusive; Hsp90 Hop PPI: 2.2%; Texas Red fluor: inconclusive; Pol III holo inh: 2.0%; Rhodamine fluor: inactive; ERK AVP block: -1.4%

What do the screens show for `Cn1nnc(NC(=O)CSc2ncn[nH]2)n1`?
15-hLO inh: -5.7%; HADH2 inhib: 2.1%; Luciferase inh: -1.7%; Tau fil binding: -4.3%; CRE Fsk mod: -0.3%; Hsp90 Hop PPI: -2.9%; Texas Red fluor: inactive; Pol III holo inh: 2.9%; Rhodamine fluor: inactive; ERK AVP block: -2.2%

Results for Cc1ccc2nc(SCC(=O)NCC3CCCO3)c(C#N)cc2c1 (stereo not given) ?
15-hLO inh: 0.2%; HBB splice mod: 0.0%[57.5 µM]; HADH2 inhib: 8.5%; Luciferase inh: -2.8%; Tau fil binding: -9.1%; CRE Fsk mod: -1.7%; Hsp90 Hop PPI: -4.6%; Texas Red fluor: inactive; Pol III holo inh: -1.1%; Rhodamine fluor: inactive; ERK AVP block: -13.9%

How did Cc1ccc(C)c(C(=O)c2c(C)nc3sccn23)c1 do in these assays?
15-hLO inh: 15.8µM*; HBB splice mod: -1.1%; HADH2 inhib: 16.7%; Luciferase inh: 4.7%; Tau fil binding: -7.6%; CRE Fsk mod: inconclusive; Hsp90 Hop PPI: 0.6%; Texas Red fluor: inactive; Pol III holo inh: -5.1%; Rhodamine fluor: inactive; ERK AVP block: inconclusive

What do the screens show for `O=C(Cc1ccc(F)cc1)N(c1ccc(F)cc1)C1C=CS(=O)(=O)C1` (stereo not given)?
15-hLO inh: -3.5%; HBB splice mod: 1.5%; HADH2 inhib: -0.4%; Luciferase inh: -1.0%; Tau fil binding: 9.6%; CRE Fsk mod: 3.5%; Hsp90 Hop PPI: 2.1%; Texas Red fluor: inconclusive; Pol III holo inh: -0.3%; Rhodamine fluor: inactive; ERK AVP block: 12.2%

What do the screens show for `Cc1ccc2nsnc2c1S(=O)(=O)N(Cc1cc2cccc(C)c2[nH]c1=O)CC1CCCO1` (stereo not given)?
15-hLO inh: 6.5%; HADH2 inhib: 69.1%[activator]; Luciferase inh: 0.1%; Tau fil binding: -16.7%; CRE Fsk mod: 0.5%; Hsp90 Hop PPI: 6.7%; Texas Red fluor: inconclusive; Pol III holo inh: -1.4%; Rhodamine fluor: inactive; ERK AVP block: -16.2%

Results for CCC(C)n1[nH]c(=O)cc1N (stereo not given) ?
15-hLO inh: 13.8%; HBB splice mod: -4.6%; HADH2 inhib: -2.5%; Luciferase inh: 1.3%; Tau fil binding: -2.3%; CRE Fsk mod: inconclusive; Hsp90 Hop PPI: -2.3%; Texas Red fluor: inactive; Pol III holo inh: 0.0%; Rhodamine fluor: inactive; ERK AVP block: 7.5%

What do the screens show for `CN(C)S(=O)(=O)c1cc(C(=O)NCCCn2ccc3ccccc32)ccc1Cl`?
15-hLO inh: -19.4%; HBB splice mod: 0.0%[57.5 µM]; HADH2 inhib: 12.1%; Luciferase inh: 1.4%; Tau fil binding: 4.3%; CRE Fsk mod: -6.3%; Hsp90 Hop PPI: -6.7%; Texas Red fluor: inactive; Pol III holo inh: -0.4%; Rhodamine fluor: inactive; ERK AVP block: inconclusive

How did CC(C)[C@@H](CC(=O)N[C@@H]1CCCC[C@H]1C(=O)N[C@H](CC(=O)N[C@@H](CCC(=O)O)CC(=O)O)Cc1ccccc1)NC(=O)C[C@H](Cc1c[nH]c2ccccc12)NC(=O)[C@@H]1CCCC[C@H]1N do in these assays?
HBB splice mod: 0.1%; HADH2 inhib: 15.3%; Tau fil binding: -2.9%; CRE Fsk mod: -16.6%; Hsp90 Hop PPI: -11.4%; Pol III holo inh: -1.6%

How did NNC(=O)[C@@H](O)[C@H](O)[C@H](O)CO do in these assays?
15-hLO inh: 4.4%[11.4 µM]; HBB splice mod: 0.7%[9.22 µM]; HADH2 inhib: 5.3%[11.4 µM]; Luciferase inh: 3.2%[11.4 µM]; Tau fil binding: -4.4%[11.4 µM]; CRE Fsk mod: -4.9%[7.6 µM]; Hsp90 Hop PPI: -0.8%[11 µM]; Texas Red fluor: inactive; Pol III holo inh: -7.1%[11.4 µM]; Rhodamine fluor: inactive; ERK AVP block: -4.0%[11.5 µM]

Results for Cc1nnc(N2CCc3ccccc3C2)[nH]c1=O ?
15-hLO inh: 8.9%; HBB splice mod: 1.5%; HADH2 inhib: 1.7%; Luciferase inh: 0.7%; Tau fil binding: -8.7%; CRE Fsk mod: inconclusive; Hsp90 Hop PPI: -6.7%; Texas Red fluor: inactive; Pol III holo inh: -0.1%; Rhodamine fluor: inactive; ERK AVP block: -9.9%

What do the screens show for `O=C(c1ccco1)N1CCN(S(=O)(=O)c2cccc(C(F)(F)F)c2)CC1`?
15-hLO inh: 8.2%; HBB splice mod: -0.5%; HADH2 inhib: 13.5%; Luciferase inh: 1.3%; Tau fil binding: 5.8%; CRE Fsk mod: -0.7%; Hsp90 Hop PPI: -1.5%; Texas Red fluor: inactive; Pol III holo inh: 5.2%; Rhodamine fluor: inactive; ERK AVP block: 22.4%

Results for CCNC(=O)CN(c1ccc(CC)cc1)S(C)(=O)=O ?
15-hLO inh: 2.4%; HBB splice mod: 0.3%; HADH2 inhib: -4.3%; Luciferase inh: 1.4%; Tau fil binding: 17.6%; CRE Fsk mod: -1.9%; Hsp90 Hop PPI: 2.4%; Pol III holo inh: -4.3%; ERK AVP block: 0.1%

How did CCOC(=O)C1=C(C)NC2=C(C(=O)CCC2)C1c1cc(OC)ccc1OC (stereo not given) do in these assays?
15-hLO inh: 15.4%; HBB splice mod: -0.4%[9.22 µM]; HADH2 inhib: -0.5%; Luciferase inh: -0.7%; Tau fil binding: -1.2%; CRE Fsk mod: 6.6%; Hsp90 Hop PPI: -1.2%; Pol III holo inh: -2.3%; ERK AVP block: 5.6%

What do the screens show for `CO[C@H]1[C@H](O[C@H]2O[C@@H](C)[C@@H](O[C@@H]3C[C@](C)(O)[C@H](OC(=O)CC(C)C)[C@H](C)O3)[C@@H](N(C)C)[C@@H]2O)[C@@H](CC=O)C[C@@H](C)[C@@H](O)/C=C\C=C/C[C@@H](C)OC(=O)C[C@H]1OC(C)=O`?
15-hLO inh: 4.4%[25.6 µM]; HBB splice mod: 0.6%[20.6 µM]; HADH2 inhib: -0.5%[25.6 µM]; Luciferase inh: 3.2%[25.5 µM]; Tau fil binding: -4.5%[25.6 µM]; CRE Fsk mod: -3.4%[17.1 µM]; Hsp90 Hop PPI: -0.2%[26 µM]; Texas Red fluor: inactive; Pol III holo inh: -1.5%[25.6 µM]; Rhodamine fluor: inactive; ERK AVP block: 12.5%[25.7 µM]
